Source: PubChem BioAssay (National Center for Advancing Translational Sciences (NCATS))
Pf Dd2 inh = blocks in vitro growth of P. falciparum Dd2. P. falciparum Dd2 growth, SYBR Green, 72 h. 120,000 tested, 4.3% active. Potency, µM (doses to about 28.9 µM), without a hit: at the top dose activity, negative = inhibition, most hits filed as inhibitors; active = well fitted inhibition curve with a large enough effect; inconclusive = small, poorly fitted or top-dose-only effect; inactive = no such curve, though single readings can be large or run the other way;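 also: plate controls were DMSO vehicle for no effect and reference drug for full effect; nearly all actives have a fitted effect of over 65% in size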
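Infected erythrocytes (Dd2, 0.3% parasitemia, 2.5% hematocrit final) are added to compound in RPMI-1640/Albumax II medium, grown 72 h at 37C in low oxygen, then lysed with saponin/Triton-X containing SYBR Green and read by fluorescence.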
* marks the source's active call; other numbers are inactive results; i = inactive; u = inconclusive; [ ] = dose if it differs, or a comment. Potency is read from the fitted curve at half-maximal effect.

cpd	Compound	Pf Dd2 inh
1	O=C(NCc1ccco1)c1ccc2c(c1)N(Cc1ccc(Cl)cc1)C(=O)c1ccccc1S2	-7%
2	CCCn1cc(CNC(=O)c2cc3c(s2)CCC(C)C3)cn1 (stereo not given)	-24%
3	COC(=O)N1CCC2(CC1)Cc1ccccc1NC2=O	-17%[44.1 µM]
4	CCN1c2cc(C(=O)NCc3cccs3)ccc2C(=O)N2CCCCCC21 (stereo not given)	u
5	COCCN1CCNc2nc(COc3ccc(Oc4ccccc4)cc3)n(Cc3ccccc3)c2C1=O	-9%
6	COc1cc(Cl)ccc1C(=O)NC1CCc2nn(CC3CC3)c(=O)n2CC1 (stereo not given)	27%
7	CCCOc1ccc(N2CC(C(=O)Nc3cccc(Cl)c3Cl)CC2=O)cc1 (stereo not given)	23%
8	COc1cccc(C(=O)N2CCc3cc(OC)c(OC)cc3C2COc2ccc3c(C)cc(=O)oc3c2)c1 (stereo not given)	8.9µM*
9	COc1cccc2sc(NC(=O)c3ccc4c(c3)OCCN(C3CCC3)C4)nc12	u
10	O=C(NC1(C(F)(F)F)NC(=O)N(CCc2ccccc2)C1=O)c1ccc(Cl)cc1 (stereo not given)	i
11	Cn1ccc2c(C(=O)NCc3cccnc3)nc(-c3cccnc3)cc21	26%[44.1 µM]
12	Cc1ccccc1CSc1ncc(Cl)c(C(=O)Nc2nc3ccc(F)cc3s2)n1	27%
13	O=C(NCc1ccccc1)N1CCC(c2nc(C3CCOCC3)no2)CC1	u
14	Cc1ccc(C2Cn3nnc(C(=O)N4CCN(C(=O)c5ccc(N(C)C)cc5)CC4)c3CO2)cc1 (stereo not given)	u
15	Cc1cccc(NC(=O)C(Cc2ccccc2)n2cccc2)c1C (stereo not given)	-14%
16	Cc1ccc(NC(=O)CCCn2nc(C)c3c(C)n(-c4ccccc4)nc3c2=O)c(Cl)c1	i
17	CCC(=O)N1[C@H]2CC[C@@H]1c1cnc(-c3ccccc3)nc1C2	-21%
18	COC(=O)[C@@H]1Cc2c([nH]c3ccccc23)[C@H]2C[C@@H](NCc3cccnc3)C[C@@H](c3ccccc3)N21	-23%
19	COc1ccc(-n2nc(C(=O)Nc3cc(C)c(Cl)cc3OC)c3c4ccccc4n(C)c3c2=O)cc1	58%[activator]
20	CCOC(=O)c1ccc(Nc2cc(-c3ccccc3)nc(C)n2)cc1	-24%

In a second layout: entries from further up.
13	O=C(NCc1ccccc1)N1CCC(c2nc(C3CCOCC3)no2)CC1
  Pf Dd2 inh: u
14	Cc1ccc(C2Cn3nnc(C(=O)N4CCN(C(=O)c5ccc(N(C)C)cc5)CC4)c3CO2)cc1 (stereo not given)
  Pf Dd2 inh: u
15	Cc1cccc(NC(=O)C(Cc2ccccc2)n2cccc2)c1C (stereo not given)
  Pf Dd2 inh: -14%
16	Cc1ccc(NC(=O)CCCn2nc(C)c3c(C)n(-c4ccccc4)nc3c2=O)c(Cl)c1
  Pf Dd2 inh: i

Later entries
cpd	Compound	Pf Dd2 inh
21	Cc1ccc(C(=O)N2CCCCC23Cc2ccccc2NC3=O)cc1 (stereo not given)	-4%[44.1 µM]
22	CCCCN1C(C(=O)c2ccccc2)=C(OC(=O)CC)c2ccccc2S1(=O)=O	u
23	CN(Cc1ccccc1C(F)(F)F)CC1CCCCC1	8%[44.1 µM]
24	CCc1ccc(CN2CCCC(CO)(Cc3ccc(F)cc3F)C2)cc1 (stereo not given)	-2%
25	Cn1nnnc1C1CCCN(C(=O)C2CCCC2)C1 (stereo not given)	-4%
26	c1cc(N2CCN(CCN3CCOCC3)CC2)ncn1	13%
27	CC(C)CN1C(=O)c2ccccc2C(C(=O)Nc2nncs2)C12CCCCC2 (stereo not given)	u
28	Cc1occc1C(=O)N1CCc2n[nH]c(=O)n2CC1	31%[activator]
29	O=[S+]([O-])(c1cccs1)N1CC(Oc2ccc3c(c2)OCO3)C1	-9%
30	COc1ccc(NC(=O)[C@@H]2C[C@@H](O)CN2C2CCN(C(=O)c3cccc(OC)c3)CC2)cc1	u
31	COC[C@@H]1CN(c2ncccn2)C[C@H]1C(=O)N(C)Cc1ccco1	-7%
32	Cc1ccc(N2CC(c3nnc(NC(=O)c4ccco4)s3)CC2=O)cc1C (stereo not given)	1%
33	Cc1ccc(NC(=O)Cn2cccc2-c2nc(-c3ccc4c(c3)OCO4)no2)cc1	u
34	O=C(NCc1ccncc1)c1ccc(-c2ccc(N3CCCCC3)nc2)cc1	i
35	CCc1ccccc1-n1nc(-c2c(C)nc3scc(CC(=O)NCCC(C)C)n3c2=O)cc1C	-16%
36	Cc1c(CC(=O)N2CCC(O)CC2)c2c(n1Cc1ccccc1F)CCCC2=O	-24%
37	CCn1cc(S(=O)(=O)c2cc(C)cc(C)c2)c(=O)c2cc(F)c(N3CCCCC3)cc21	-16%
38	O=C(Nc1nc2n(n1)C(c1ccccc1)C=C(c1ccccc1)N2)c1ccccc1 (stereo not given)	u
39	CC(=O)N(Cc1cccnc1)c1nc2c(F)cc(F)cc2s1	18%
40	O=C(c1ccco1)n1nc(-c2ccc(Cl)cc2)nc1NCc1ccc(F)cc1	61%[activator]
41	CN(CC1CCOCC1)C(=O)Cc1ccsc1	-16%
42	CN(C)C(=O)c1cccnc1OC1CCN(S(=O)(=O)c2ccc3c(c2)CCCC3)C1 (stereo not given)	u
43	Cc1ccc(C)c(N2CCN(S(=O)(=O)c3ccc4[nH]c5c(c4c3)CCCC5)CC2)c1	u
44	CCc1ccc(S(=O)(=O)c2nnn3c2nc(Nc2cc(OC)cc(OC)c2)c2cc(Cl)ccc23)cc1	11%
45	COc1ccc(-n2cccn2)c(C2CC(=O)Nc3c2c(C(C)C)nn3C)c1 (stereo not given)	14%
46	COCCNc1ncc(-c2ccc([S+](C)(=O)[O-])cc2)c2c1OCC2	i
47	CN1CCN(C(CNC(=O)C(=O)Nc2cccc(Cl)c2)c2ccc3c(c2)OCO3)CC1 (stereo not given)	7.1µM*
48	COCC(=O)N1CCc2nc(C(C)C)nc(-c3ccc(OC)cc3)c2CC1	-11%
49	O=C(CCn1cncn1)N1CCC(c2[nH]ncc2-c2cccc(F)c2)CC1	-4%
50	Cc1noc([C@@H]2CN(C(=O)c3ccc(C(C)C)cc3)C[C@H]2CO)n1	0%

Structures from the list above that contain two or more sulfur atoms (two):
cpd	Compound	Pf Dd2 inh
12	Cc1ccccc1CSc1ncc(Cl)c(C(=O)Nc2nc3ccc(F)cc3s2)n1	27%
29	O=[S+]([O-])(c1cccs1)N1CC(Oc2ccc3c(c2)OCO3)C1	-9%

Further compounds:
cpd	Compound	Pf Dd2 inh
51	Cc1nc(CN2Cc3nc(Nc4ccc(C(F)(F)F)cc4)ccc3OCC2=O)cs1	11µM*
52	Cc1ccc(C)c(-c2cc3c(=O)n(CCNC(=O)c4ccc(F)cc4Cl)ccn3n2)c1	-4%
53	COc1cc(NC(=O)CN2C(=O)C(c3ccccc3)=NC23CCCC3)cc(OC)c1OC	i
54	COC(=O)[C@@H]1Cc2ncn(C)c2CN1S(=O)(=O)c1ccc(Cl)cc1	-21%[44.1 µM]
55	Cc1cccc(O[C@H]2COCCN(S(=O)(=O)c3c(C)noc3C)C2)n1	i
56	O=C(CSc1ncc2c(n1)-c1cc(Cl)ccc1N(Cc1ccccc1)S2(=O)=O)NCCc1ccccc1	12%
57	O=C1CC(c2ccccc2)N(C(=O)CNC(=O)c2ccoc2)CCCCCN1 (stereo not given)	-12%
58	O=C(Nc1cccc(F)c1)c1cc2n(n1)CC(c1ccc(Cl)cc1)OC2 (stereo not given)	-8%
59	CN(C)CCN1CCN(c2cc(C3CC(N)C3)nc(N)n2)CC1 (stereo not given)	-10%
60	COc1ccc(Cl)cc1NC(=O)Cn1nc(C(F)(F)F)c2c1CCCC2	6%
61	CC(C)N1CC[C@@H]2[C@H]1C(=O)NC[C@H](CCC(=O)N1CCC(O)CC1)N2C	40%[activator][44.1 µM]
62	COc1ccc(CN2C(=O)[C@@H]3C[C@@H](O)CN3C3(CN(Cc4cnc[nH]4)C3)C2=O)cc1	-21%[44.1 µM]
63	Cc1cccc(CC(=O)N2CC(c3nnc(-c4ccncc4)o3)C3(CCOCC3)C2)c1 (stereo not given)	-6%
64	COc1ccc(NC(=O)c2ccco2)cc1NC(=O)COc1ccccc1Cl	-29%
65	CC1(c2cccnc2)N(Cc2ccccc2)C(=O)OC12CCN(C(=O)C1CCOCC1)CC2 (stereo not given)	-7%
66	CCc1noc(-c2ccn3c(CNC(=O)c4cc5ccccc5[nH]4)nnc3c2)n1	-10%
67	CCC(=O)N1CCN(c2nc3c(s2)CC(C(=O)NCc2cccc(OC)c2)CC3)CC1 (stereo not given)	-4%
68	Cc1ccc(NC(=O)C(=O)NCC(c2ccc3c(c2)OCO3)N2CCN(C)CC2)cc1C (stereo not given)	3%
69	COC(=O)[C@H](Cc1ccc(OC)cc1)NC(=O)[C@H]1CN(C(=O)c2cccnc2)CCN1S(C)(=O)=O	u
70	COc1ccccc1-c1nnc([C@H]2CCN(CC3CCCCC3)C2)o1	i
71	CC[C@H]1CN(C(=O)c2cccnc2)CC[C@H]1CC(=O)NCc1cccnc1	-17%[44.1 µM]
72	CCOCc1nc(C2CCCN(C(=O)Nc3ccccc3OCC)C2)no1 (stereo not given)	-16%
73	COc1ccc(-c2ccnc(N[C@H]3CO[C@H]4[C@@H]3OC[C@@H]4NS(=O)(=O)c3ccccc3C#N)n2)cc1	-10%
74	Cc1ccc(CC(=O)N2C[C@@H](CN3CCOCC3)[C@@H](CO)C2)cc1F	-11%
75	Cc1ccc(Cn2c(C3CCN(C(=O)c4ccc(C(F)(F)F)cc4)CC3)n[nH]c2=O)cc1	u
76	Cc1c[nH]c(CN2CCCC(CCc3ccc(F)cc3F)C2)c(C)c1=O (stereo not given)	10µM*
77	O=C1NCCN2CC3(CCN(S(=O)(=O)c4cccs4)CC3)CC12 (stereo not given)	-12%
78	O=C(NCc1ccccc1F)c1cccc(NC(=O)N2CCSc3ncccc32)c1	i
79	Cc1ccc(-c2nnc3ccc(NCc4ccc5c(c4)OCO5)nn23)nc1	-7%[44.1 µM]
80	Cc1noc([C@H]2CCN(C(=O)Nc3ccc4c(c3)OCCO4)C[C@H]2NC(=O)C2CC2)n1	2%
81	COC(=O)c1c(SCC(=O)Nc2cc(OC)cc(OC)c2)[nH]c2ccc(C)cc2c1=O	u
82	COc1ccc(-c2csc3nc(-c4ccccc4)oc(=O)c23)cc1OC	5%
83	O=C1NCc2ccccc2CC12CCCN(Cc1ccccc1OC(F)(F)F)C2 (stereo not given)	u
84	Cc1ccc(OCC(=O)Nc2ccc(Cl)c(-c3nc4ccccc4[nH]3)c2)cc1C	u
85	COC(=O)[C@@H](Cc1cccnc1)NC(=O)[C@H]1CN(S(=O)(=O)c2ccccc2)CCN1C(=O)NC(C)C	4%
86	CCN1CCN(c2nnc(-n3cccc3C(=O)NCc3ccccc3OC)s2)CC1	-11%
87	CC1CCN(S(=O)(=O)c2ccc3c(ccn3CCC(=O)NCc3ccc(N(C)C)cc3)c2)CC1	-7%
88	O=C(O)CCCn1cc(NC(=O)COc2ccccc2F)cn1	25%
89	CCc1ccc(NC(=O)Cn2cnc3sc(C)c(S(=O)(=O)N4CCN(c5ccccc5OC)CC4)c3c2=O)cc1	-28%
90	COc1cccc(CN2C(=O)OC3(CCN(C(=O)C4CCC(OC)CC4)CC3)C2(C)c2cccnc2)c1 (stereo not given)	u
91	COc1cccc(NC(=O)CC2C(=O)OCCN2Cc2ccccc2)c1 (stereo not given)	7%
92	O=[S+]1([O-])NC2(CCN(Cc3ccc(F)cc3)C2)CNc2ccccc21 (stereo not given)	i
93	CCc1ccc(OCC(=O)Nc2ccc(S(=O)(=O)Nc3onc(C)c3C)cc2)cc1	-25%
94	CCOc1ccc(-n2c(SCC(=O)NCc3ccco3)nc3c([nH]c4ccccc43)c2=O)cc1	i
95	COC(=O)c1ccccc1S(=O)(=O)N1CCC2(CCCNC2)C1 (stereo not given)	u
96	O=C(c1cc(F)ccc1F)N1CCC(n2cc(-c3nc(-c4ccccc4)no3)nn2)CC1	-3%
97	COc1ccc(NC(=O)CSc2nnc(-c3ccc(OC)cc3)s2)cc1	i
98	CC(C)NC(=O)N[C@H]1CCN(C(=O)c2cnccn2)[C@@H]1C(=O)N[C@@H](CCCNC(=O)c1cnccn1)C(N)=O	6%
99	C1CCC(CN2CCn3c(nnc3C3CCCNC3)C2)CC1 (stereo not given)	-7%
100	C=CCNC(=O)[C@@H]1Cc2cn(Cc3c(C)noc3C)c3cccc(c23)[C@H](CC(C)C)N1	u

Going on with the list:
cpd	Compound	Pf Dd2 inh
101	CCn1cc(S(=O)(=O)N2CCC3(CC2)CC(N(C)Cc2ccccc2)CCO3)cn1 (stereo not given)	i
102	O=C1C(Nc2ccccc2)=CC(c2ccc(Br)cc2)N1c1ccccc1 (stereo not given)	u
103	COc1ccc(C(=O)N2CCCn3nc(C)c(-c4ccccc4C(C)C)c32)cc1	-24%[44.1 µM]
104	CCc1ccc(NC(=O)c2cc3sc(Cl)cc3n2C)cc1	u
105	CS(=O)(=O)N1C[C@H]2CCN(Cc3ccccc3F)C[C@H]21	-12%
106	CC1(c2ccccc2)N(Cc2ncccn2)C(=O)OC12CCN(C(=O)c1ccc(Oc3ccccc3)cc1)CC2 (stereo not given)	u
107	COc1ccc(C(=O)N2CC(=O)N(c3ccc(C)cc3)CC2C)c(OC)n1 (stereo not given)	u
108	COc1ccc(-c2cc3c(ccn3C)c(C(=O)NCc3c(C)cc(C)[nH]c3=O)n2)cc1	-26%[44.1 µM]
109	OCc1cccc(-c2cc3c(cn2)CN(CCc2ccccc2)CCN3)c1	-27%[44.1 µM]

An excerpt; the hit share may differ from the screen's.
